Screens deposited in PubChem BioAssay by Dana-Farber Cancer Institute and Novartis Institutes for BioMedical Research (Cambridge, Mass).
USP10 inh: inhibitors of human USP10 deubiquitinase; purified USP10, Ub-rhodamine fluorescence, 60 min; inhibition, % at 20 µM; hit rate 1.1% among 47,000; AID 1645856, 2021
USP8 block: inhibitors of human USP8 deubiquitinase. Ubiquitin carboxyl-terminal hydrolase 8 (Homo sapiens), P40818. purified USP8, Ub-rhodamine cleavage fluorescence, 30 min. inhibition, % at 20 µM. hit rate 4.2% among 47,000
USP28 block: inhibitors of human USP28 deubiquitinase. Ubiquitin carboxyl-terminal hydrolase 28 (Homo sapiens), Q96RU2. hit rate 3% among 47,000. inhibition, % at 25 µM. AID 1645857, 2021. purified USP28, Ub-rhodamine cleavage fluorescence, 30 min
Target sequence (Q96RU2 whole entry, looked up): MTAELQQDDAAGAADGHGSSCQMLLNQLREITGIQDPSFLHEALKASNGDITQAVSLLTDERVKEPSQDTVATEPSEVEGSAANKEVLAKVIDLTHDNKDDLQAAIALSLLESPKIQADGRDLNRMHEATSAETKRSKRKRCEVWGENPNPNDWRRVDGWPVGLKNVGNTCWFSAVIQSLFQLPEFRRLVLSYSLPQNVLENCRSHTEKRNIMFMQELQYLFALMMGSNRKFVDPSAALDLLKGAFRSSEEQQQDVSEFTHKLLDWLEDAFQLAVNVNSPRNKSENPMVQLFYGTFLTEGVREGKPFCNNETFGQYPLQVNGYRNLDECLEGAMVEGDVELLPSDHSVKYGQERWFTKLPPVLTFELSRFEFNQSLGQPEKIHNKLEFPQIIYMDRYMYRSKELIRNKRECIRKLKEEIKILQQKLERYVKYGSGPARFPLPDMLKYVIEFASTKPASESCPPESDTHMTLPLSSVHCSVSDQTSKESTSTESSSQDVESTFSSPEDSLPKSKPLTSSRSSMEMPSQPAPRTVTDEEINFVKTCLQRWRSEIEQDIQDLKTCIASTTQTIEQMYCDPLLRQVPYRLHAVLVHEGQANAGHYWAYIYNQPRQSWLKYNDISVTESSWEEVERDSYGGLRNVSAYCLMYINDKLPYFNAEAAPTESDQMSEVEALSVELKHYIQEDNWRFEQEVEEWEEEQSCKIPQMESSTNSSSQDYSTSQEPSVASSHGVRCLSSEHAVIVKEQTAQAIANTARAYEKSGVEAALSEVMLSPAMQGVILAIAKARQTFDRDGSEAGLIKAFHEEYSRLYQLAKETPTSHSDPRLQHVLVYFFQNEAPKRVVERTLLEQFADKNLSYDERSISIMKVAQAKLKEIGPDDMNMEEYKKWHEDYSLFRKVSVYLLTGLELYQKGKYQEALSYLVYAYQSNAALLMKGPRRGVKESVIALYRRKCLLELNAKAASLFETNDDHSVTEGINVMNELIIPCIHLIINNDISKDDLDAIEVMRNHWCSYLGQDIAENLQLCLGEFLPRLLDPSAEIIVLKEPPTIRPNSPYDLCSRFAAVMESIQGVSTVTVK
USP17 inh: inhibitors of human USP17 deubiquitinase; Ubiquitin carboxyl-terminal hydrolase 17-like protein 5 (Homo sapiens), A8MUK1; purified USP17, Ub-rhodamine cleavage fluorescence, 3 h; inhibition, % at 50 µM; hit rate 6.5% among 47,000
UCHL1 inh: inhibitors of human UCHL1 deubiquitinase; inhibition, % at 20 µM; purified UCHL1, Ub-rhodamine cleavage fluorescence; AID 1645859, 2021; Ubiquitin carboxyl-terminal hydrolase isozyme L1 (Homo sapiens), P09936; hit rate 0.2% among 47,000
OTUD3 block: inhibitors of human OTUD3 deubiquitinase; OTU domain-containing protein 3 (Homo sapiens), Q5T2D3; purified OTUD3, Ub-rhodamine fluorescence, 2 h; inhibition, % at 25 µM; hit rate 0.7% among 47,000; AID 1645858, 2021
USP7 block: inhibitors of human USP7 deubiquitinase; hit rate 0.3% among 47,000; purified USP7, Ub-rhodamine cleavage fluorescence; inhibition, % at 20 µM; Ubiquitin carboxyl-terminal hydrolase 7 (Homo sapiens), Q93009; AID 1645854, 2021
USP30 block: inhibitors of human USP30 deubiquitinase. Ubiquitin carboxyl-terminal hydrolase 30 (Homo sapiens), Q70CQ3. AID 1645860, 2021. inhibition, % at 25 µM. purified USP30, Ub-rhodamine cleavage fluorescence. hit rate 5.3% among 47,000
An asterisk follows results filed as active; · = not tested or not shown. Cut-off read from the data, not from the text of the source: active = inhibition above about 30%; inactive = the rest. This is a random part of the collection; any-hit rate near 13%.

SMILES	USP10 inh	USP8 block	USP28 block	USP17 inh	UCHL1 inh	OTUD3 block	USP7 block	USP30 block
COc1cc(C2Nc3ccccc3NC3=C2C(=O)CC(c2cc(OC)c(OC)c(OC)c2)C3)cc(OC)c1O (centres undefined)	-3	-95	-13	-25	-2	-11	0	-24
O=C(NCc1ccco1)C(=O)Nc1ccc(F)c(Cl)c1	3	0	-12	35*	-1	-9	0	-11
O=C(Nc1ccc2c(c1)OCO2)c1cc(-c2ccc(Cl)cc2)nc2ccccc12	1	-57	1	-1	0	9	2	-19
COc1cccc(Nc2nc(N3CCCCC3)nc3c2cnn3C)c1	11	12	-9	-12	8	-10	-6	-24
CCOc1ccc(NS(=O)(=O)c2cc(C(=O)N3CCCC3)ccc2C)cc1	1	-3	-2	0	-1	-1	-1	-1
O=C(CCN1C(=O)c2ccccc2S1(=O)=O)Nc1ccc2c(c1)OCCO2	3	10	0	-9	1	-7	2	-12
Cc1cc(CSc2ncccc2C(=O)Nc2ccnn2Cc2ccco2)no1	-2	-46	-17	-23	-4	-6	-7	-36
O=C(C1CC1)N1CCN(c2ccc([N+](=O)[O-])cc2-n2cccc2)CC1	2	-137	-10	-24	0	-9	-28	5
O=C(Nc1ccccc1F)C1Cc2ccccc2N1C(=O)c1ccccc1 (centres undefined)	-6	-6	-16	-9	-4	-22	-4	-44
Cc1nnc(-c2coc(S(=O)(=O)N3CCN(c4ccccc4)CC3)c2)o1	-2	-8	-7	-1	-3	-5	-3	1
CCc1ccc(-n2nnc(C(=O)Nc3nnc(CC)s3)c2C)cc1	3	-74	24	2	1	8	0	30*
COc1ccc2[nH]cc(CCNC(=O)Cc3csc(-c4ccc(F)cc4)n3)c2c1	0	3	0	-9	2	-7	-2	-16
COc1ccc(CC(=O)N2CCC3(C2)C(=O)N(C)c2ccccc23)cc1 (centres undefined)	-4	3	-6	-6	-2	-3	-7	-41
CCCS(=O)(=O)N1CCCc2ccc(NS(=O)(=O)c3ccc(OC)cc3)cc21	7	1	0	1	2	-10	4	-5
Cc1cccc(N2CCN(C(=O)CCCCCn3c(=O)[nH]c4ccccc4c3=O)CC2C)c1 (centres undefined)	2	2	19	-1	3	1	5	22
Cc1ccc(/C=C/C(=O)Cc2ccccc2)cc1	9	23	18	41*	7	22	7	30*
Cn1cccc1C1CCCCCN1C(=O)Cn1cccn1 (centres undefined)	-2	-2	-14	-21	-4	-5	-8	-7
Cc1cc(C)n(-c2nc3ccccc3nc2N2CCN(c3ccc([N+](=O)[O-])cc3)CC2)n1	0	-5	2	-3	5	0	-5	13
CCc1ccccc1NC(=O)c1c(C)sc2c(=O)n(C(C)C)cnc12	-3	6	0	-1	5	0	4	0
COc1ccc(-c2ncc3c(n2)CCN(C(=O)c2ccccc2OC)C3)cc1	-5	-10	-8	-24	-3	-11	-31	-32

Part of the list above in a different format.
mol | USP10 inh | USP8 block | USP28 block | USP17 inh | UCHL1 inh | OTUD3 block | USP7 block | USP30 block
Cc1nnc(-c2coc(S(=O)(=O)N3CCN(c4ccccc4)CC3)c2)o1 | -2 | -8 | -7 | -1 | -3 | -5 | -3 | 1
CCc1ccc(-n2nnc(C(=O)Nc3nnc(CC)s3)c2C)cc1 | 3 | -74 | 24 | 2 | 1 | 8 | 0 | 30*

Following part:
SMILES	USP10 inh	USP8 block	USP28 block	USP17 inh	UCHL1 inh	OTUD3 block	USP7 block	USP30 block
CN(C)[C@@H]1[C@@H](O)[C@H](Oc2ccccc2)C[C@H]1NC(=O)c1cccnc1	1	3	-4	0	1	-6	0	-6
CCN1CCN(c2nc(Nc3ccc(C)c(Cl)c3)c3nccnc3n2)CC1	2	-9	-13	·	1	-16	-27	-12
Cc1ccc(C)c(NC(=O)Cc2nc(-c3ccccn3)n[nH]2)c1	-6	-216	-10	·	-6	7	-11	-35
CCN1CC[C@@]2(C(=O)N3CCCC3)CCN(C(=O)Cc3ccccc3)CC[C@@H]12	-2	-111	-11	-10	-1	-2	2	-15
CCN1CCN(C(=O)c2ccc3nc(-n4cccc4)sc3c2)CC1	-7	4	-1	0	-3	-1	-99	-1
Cc1occc1-c1nnc(SCC(=O)NCCC2=CCCCC2)o1	-4	17	11	5	0	-6	-15	-10
CCCC1Cc2c(sc3nc(SCC(=O)OC)nc(N)c23)CO1 (centres undefined)	-6	-23	-16	4	-2	-14	-16	-114
COc1c(O)cc(O)c(C(=O)O)c1C(O)C(C)=O (centres undefined)	-4	-4	1	-14	-3	8	-22	-88
O=[N+]([O-])c1ccc(-c2cnc3n2CCC3)cc1	3	2	-6	-16	1	2	-2	12
COc1ccc(OC)c(C(=O)CSc2nc3nc(C)c(Br)cc3[nH]2)c1	-3	-9	0	50*	2	15	2	-20
O=C1OC(C(=O)O)Cc2ccc(Cl)cc21 (centres undefined)	1	0	-2	-3	3	-3	2	8
CCOc1ccccc1NC(=O)CN1C(=O)c2cccc3cccc1c23	26	68*	-6	-9	-1	-8	9	6
COc1ccc(NC(=O)CN2CCCc3ccccc32)c(OC)c1	-2	-3	2	3	2	3	5	-13
CS(=O)(=O)n1nc(-c2cccnc2)nc1NCc1cccc(Cl)c1	1	1	5	-3	3	0	-42	17
COc1cccc(CNC(=O)Cc2noc3ccc(C)cc23)c1	-4	-15	-1	-1	-3	0	-2	-54
Cc1ccc(S(=O)(=O)N2CCC3(CC2)NCCN=C3NC2CCCC2)cc1	-1	29	3	14	2	13	4	1
CCN(CC)c1ccc(C(=O)CN2CCC(S(=O)(=O)c3ccc(-c4ccco4)cc3)CC2)cc1	-6	-5	10	31*	1	2	0	-10
O=C(NCCCN1CCOCC1)c1cccc(-c2nc(-c3ccccc3)no2)c1	-2	0	-1	·	0	1	-12	0
O=C(CSc1ncnc2c1nnn2Cc1ccccc1F)N1CCc2ccccc21	2	2	4	13	-1	-2	1	15
Cc1cccc(CNC(=O)CCC(=O)N2CCCn3nc(C)cc32)c1	1	0	-2	-13	-1	1	-13	-7
NS(=O)(=O)c1ccc(CNC(=O)CCc2ccc(-c3ccccc3)o2)cc1	-2	-14	-3	-8	-5	-15	-1	-18
CCCN(CCC)CCNS(=O)(=O)c1ccc2c(c1)NC(=O)CCS2	0	0	-7	1	-1	-3	3	-1
Cc1c(-c2noc(-c3ccncc3)n2)nnn1-c1ccccc1	-1	15	10	30	0	6	-9	31*
Cc1ccc(N(C)S(=O)(=O)c2ccsc2C(=O)NC2CCCC2)cc1	0	13	10	20	5	17	0	29
Cc1ccnc(C2CCN(C(=O)c3cc4nc(C)cc(C)n4n3)C2)n1 (centres undefined)	3	-32	-9	-12	1	-1	4	-34
CCN(c1ccc(OC)cc1)S(=O)(=O)N1CCCC(C(=O)N2CCN(c3ncccn3)CC2)C1 (centres undefined)	-3	-8	-14	-1	-3	-11	-4	-12
Cc1ccc2nc3c(cc(C(=O)Nc4ccc5c(c4)OCO5)n3Cc3ccccc3)c(=O)n2c1	-3	22	-14	-3	3	-7	4	-69
CC(C)NC(=O)c1cccc(-c2noc(-c3ccccc3Br)n2)c1	-1	-3	-5	4	-1	0	-2	-1
CC(c1ccncc1)n1nccc1NC(=O)c1cccnc1SC(F)F (centres undefined)	-3	-8	-21	-8	-1	-22	0	-90
Cc1ccc2c(C)c(C(=O)N(Cc3ccc(Cl)cc3)Cc3ccco3)oc2c1C	16	49*	11	35*	8	18	12	0
COCCNC(=O)N1CCCn2nc(-c3ccncc3)cc2C1	-4	-88	4	-32	0	6	2	-10
CCOc1cc(S(=O)(=O)Nc2ccc3cn[nH]c3c2)ccc1Cl	5	22	15	24	6	11	7	19
COc1ccc(NS(=O)(=O)c2cccc(NC(=O)COc3ccc(C#N)cc3)c2)cc1	2	-14	-10	-9	1	-14	0	-13
COc1ccccc1OCc1nc(C)c(C(C)=O)s1	2	4	15	14	0	23	-2	7
CCn1nc(C(C)C)cc1C(=O)N1CCCC1c1cc(N)nc(C)n1 (centres undefined)	1	-5	-4	-6	-2	-5	0	-2
Cc1ccc(C(=O)N2C[C@@H]3C[C@H](NC(=O)c4cccnc4)[C@H]2C3)cc1F	2	13	4	-15	1	9	-1	10
C[C@]12C(=O)N(C3CCN(Cc4ccccc4)CC3)CC(=O)N1CCc1c2[nH]c2ccccc12	1	0	-14	-22	6	-17	-13	-12
CCN1C(=O)Cc2cc(NS(=O)(=O)c3cc(C)ccc3C)ccc21	0	40*	8	24	3	-1	10	19
O=C(c1cc(-c2ccccn2)n[nH]1)N1CCC2(CC=CCOC2)CC1	0	-73	-5	-20	-4	-9	-2	-2
COc1cccc(NC(=O)c2cc(-c3ccccc3)n[nH]2)c1	6	-16	23	13	-2	-9	4	-9

6 compounds from above, limited to UCHL1 inh.
canonical_smiles | UCHL1 inh
COc1ccc(NS(=O)(=O)c2cccc(NC(=O)COc3ccc(C#N)cc3)c2)cc1 | 1
Cc1ccc(C(=O)N2C[C@@H]3C[C@H](NC(=O)c4cccnc4)[C@H]2C3)cc1F | 1
CCn1nc(C(C)C)cc1C(=O)N1CCCC1c1cc(N)nc(C)n1 (centres undefined) | -2
CC(c1ccncc1)n1nccc1NC(=O)c1cccnc1SC(F)F (centres undefined) | -1
O=C(c1cc(-c2ccccn2)n[nH]1)N1CCC2(CC=CCOC2)CC1 | -4
CCOc1cc(S(=O)(=O)Nc2ccc3cn[nH]c3c2)ccc1Cl | 6

Continuation.
SMILES	USP10 inh	USP8 block	USP28 block	USP17 inh	UCHL1 inh	OTUD3 block	USP7 block	USP30 block
CC(=O)Nc1c2sscc-2[nH]c1=O	0	0	4	-20	4	24	7	70*
O=C(NCc1cccnc1)c1cccnc1-c1nc2ccccc2s1	1	1	6	16	2	3	-3	13
CC1(C)Cc2nc(-c3ccccc3)nc(SCC(N)=O)c2CO1	3	-26	0	11	-5	-1	-6	14
CCC(Sc1cccc(NC(=O)C2CCCCC2)c1)C(=O)Nc1cc([N+](=O)[O-])ccc1C (centres undefined)	0	63*	11	29	27	21	-104	-173
COc1cc(NC(=O)c2ccccc2)c(OC)cc1NC(=O)Cc1cccc(C(F)(F)F)c1	0	-186	-6	-24	-4	-5	1	-15
COc1ccc(NC(=O)CCCSc2nc3ccccc3[nH]2)c(OC)c1	1	9	-6	-6	-3	-3	0	0

Single records, as listed above. Screens in order: USP10 inh | USP8 block | USP28 block | USP17 inh | UCHL1 inh | OTUD3 block | USP7 block | USP30 block
COc1ccc(OC)c(C(=O)CSc2nc3nc(C)c(Br)cc3[nH]2)c1 is listed as -3 | -9 | 0 | 50* | 2 | 15 | 2 | -20
O=C(NCc1ccco1)C(=O)Nc1ccc(F)c(Cl)c1 is listed as 3 | 0 | -12 | 35* | -1 | -9 | 0 | -11

With a hit mark in USP30 block (from the list above):
SMILES	USP10 inh	USP8 block	USP28 block	USP17 inh	UCHL1 inh	OTUD3 block	USP7 block	USP30 block
CCc1ccc(-n2nnc(C(=O)Nc3nnc(CC)s3)c2C)cc1	3	-74	24	2	1	8	0	30*
Cc1ccc(/C=C/C(=O)Cc2ccccc2)cc1	9	23	18	41*	7	22	7	30*
Cc1c(-c2noc(-c3ccncc3)n2)nnn1-c1ccccc1	-1	15	10	30	0	6	-9	31*
CC(=O)Nc1c2sscc-2[nH]c1=O	0	0	4	-20	4	24	7	70*
